Screening results (PubChem)
proCasp3 act: activators of human procaspase-3; recombinant procaspase-3 D3A, Ac-DEVD-pNA absorbance 405 nm; activation, % at 8.5 µM; hit rate 0.11% among 330,000;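 active = activation above the mean of all tested compounds plus 3 SD, cut at about 21% in these data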;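 note: 0% = DMSO alone and 100% = DMSO wells spiked with extra 5 µM PC-3 D3A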
Target sequence (P42574 whole entry D9A/D28A/D175A): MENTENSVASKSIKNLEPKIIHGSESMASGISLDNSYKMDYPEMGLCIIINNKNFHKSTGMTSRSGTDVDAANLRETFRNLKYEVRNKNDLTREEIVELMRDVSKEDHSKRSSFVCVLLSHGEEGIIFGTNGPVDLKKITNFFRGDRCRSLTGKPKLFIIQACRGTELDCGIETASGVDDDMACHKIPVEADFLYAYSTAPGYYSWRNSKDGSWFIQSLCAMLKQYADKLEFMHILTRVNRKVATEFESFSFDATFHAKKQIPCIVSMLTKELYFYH
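Assay system – Procaspase-3 D3A mutant · Benchmarks – DMSO low control, extra-enzyme high control · Technique – 405 nm absorbance of p-nitroaniline, reads at 0 and 120 min · Doses – 8.5 µM nominal · Measure – % activation between DMSO and enzyme-spiked controls · Also added – Ac-DEVD-pNA chromogenic peptide substrate · Schedule – 1 h compound preincubation, 2 h substrate hydrolysis at 25 °C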
procasp7 counter: counter-screen: procaspase-7 (human) activation; P55210; hit rate 0.093% among 330,000; recombinant procaspase-7, Ac-DEVD-pNA absorbance 405 nm; D23A/D198A/D206A triple mutant, cannot self-cleave; scale: DMSO 0, 5 µM enzyme 100; activation, % at 8.5 µM; AID 463210;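 active = percent activation above the screen-wide mean plus 3 SD, cut at about 25% in these data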
Target sequence (P55210 whole entry D23A/D198A/D206A): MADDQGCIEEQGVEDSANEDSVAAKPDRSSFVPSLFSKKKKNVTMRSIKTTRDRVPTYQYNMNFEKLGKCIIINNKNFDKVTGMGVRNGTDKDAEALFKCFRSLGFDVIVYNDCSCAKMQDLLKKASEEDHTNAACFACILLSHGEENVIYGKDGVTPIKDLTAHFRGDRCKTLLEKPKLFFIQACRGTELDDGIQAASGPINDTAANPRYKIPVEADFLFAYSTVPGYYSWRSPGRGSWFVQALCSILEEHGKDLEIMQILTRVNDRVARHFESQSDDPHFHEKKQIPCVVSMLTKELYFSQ
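Assay system – Uncleavable procaspase-7 mutant enzyme · Quantity – 2 µM procaspase-7 mutant as dispensed · Times – 1 h preincubation, 2 h reaction · Dosing – single nominal 8.5 µM compound dose, 0.8% DMSO final · Buffer or medium – Zinc-free 50 mM HEPES buffer, pH 7.4, with NaCl and Triton X-100 · Detection – Epi-absorbance of released pNA at 405 nm, two timepoints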
CTSL1 counter: cathepsin L1 inhibition, PFM18AAP counter-screen | recombinant F. hepatica cathepsin L1, Z-Leu-Arg-MCA fluorescence | inhibition, % at 5.96 µM | hit rate 0.49% among 300,000;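 active = inhibition above the mean of all tested compounds plus 3 SD, set per screening campaign, cut at about 17% in these data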;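 note: 0% = plate median of test compound wells and 100% = 1 µM Z-Phe-Ala-diazomethylketone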
PP1 inh: counter-screen for PP5 inhibitors: inhibitors of human PP1-alpha | inhibition, % at 6.7 µM | purified PP1alpha, OMFP fluorescence | hit rate 0.9% among 320,000;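 active = inhibition above the mean inhibition of all tested compounds plus 3 SD, computed separately for each screening campaign, cut at about 15% in these data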
PP5 inh: PP5 (human) phosphatase inhibition. P53041. purified PP5c, OMFP substrate fluorescence. inhibition, % at 6.7 µM. hit rate 0.18% among 320,000;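 active = inhibition above the campaign's mean inhibition across all tested compounds plus 3 SD, cut at about 9.5% in these data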;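 note: 0% = DMSO only and 100% = 100 µM cantharidin control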
Target sequence (P53041 whole entry, looked up): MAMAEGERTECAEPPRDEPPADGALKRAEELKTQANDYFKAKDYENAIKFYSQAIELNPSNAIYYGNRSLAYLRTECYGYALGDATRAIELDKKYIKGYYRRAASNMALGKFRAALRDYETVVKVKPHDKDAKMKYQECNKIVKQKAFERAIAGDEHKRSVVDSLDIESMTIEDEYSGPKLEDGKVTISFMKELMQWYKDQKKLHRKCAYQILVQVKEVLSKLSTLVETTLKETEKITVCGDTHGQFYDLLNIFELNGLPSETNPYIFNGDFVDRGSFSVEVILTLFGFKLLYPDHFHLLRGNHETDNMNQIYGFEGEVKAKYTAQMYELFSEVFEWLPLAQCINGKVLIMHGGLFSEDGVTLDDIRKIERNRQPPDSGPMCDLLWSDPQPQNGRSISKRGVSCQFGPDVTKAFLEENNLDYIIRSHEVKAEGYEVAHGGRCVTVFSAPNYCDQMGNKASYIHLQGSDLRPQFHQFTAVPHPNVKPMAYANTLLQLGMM
core dimer inh: blocks dimerization of HCV core protein | TR-FRET GST/Flag-core106 dimerization, 1536-well | inhibition, % at 5 µM | hit rate 0.33% among 300,000;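 active = inhibition above the mean of all tested compounds plus 3 SD, set per screening campaign, cut at about 45% in these data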
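Assay system: tagged HCV core106 pair (GST and Flag); medium: KF-containing HEPES buffer, pH 7.45, DTT, CHAPS, BSA; also added: Eu donor and XL665 acceptor anti-tag antibodies; dosing: 5 µM single dose; timing: compound-protein-antibody incubation 4 h at 22.5 °C; signal: TR-FRET 671 and 617 nm emission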
AHR act: activates the human aryl hydrocarbon receptor; P35869; AHR-responsive luciferase reporter cells, luminescence; activation, % at 5 µM; hit rate 2.5% among 320,000; in the data active = activation above about 47%;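 note: 0% = vehicle wells and 100% = reference agonist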
TPT1 inhibitor: blocks Candida albicans tRNA 2'-phosphotransferase; recombinant caTPT1, FP RNA substrate dephosphorylation; inhibition, % at 5 µM; hit rate 0.81% among 300,000; AID 1962;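 active = inhibition above the mean of all tested compounds plus 3 SD, set per screening campaign, cut at about 24% in these data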;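 note: plate controls were DMSO alone for no effect and ferristatin control at 100 nM for full effect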
PAFAH2 inh: inhibitors of human PAFAH2; Q99487; recombinant PAFAH2, FP-rhodamine activity probe, fluorescence polarization; inhibition, % at 3.39 µM; hit rate 0.99% among 340,000;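 active = inhibition above the mean over all tested compounds plus 3 SD, cut at about 30% in these data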;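 note: inhibitors block probe labeling of enzyme so polarization drops; 0% = enzyme with DMSO and 100% = wells lacking PAFAH2 protein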
Active calls of the source: *; x = no result given.

1. O=C(C(=O)N1CCCc2ccccc21)c1c[nH]c2ccccc12
2. O=c1[nH]c2ccccc2n1CCCSCCCn1c(=O)[nH]c2ccccc21
3. O=c1cc(-c2ccccc2[N+](=O)[O-])oc2ccccc12
4. COc1cccc(-n2c(Cc3cc(=O)[nH]c(=O)[nH]3)nnc2SCC(=O)N2CCCCC2)c1
5. Cc1cc(C(=O)NCC(c2ccco2)N(C)C)ccc1[N+](=O)[O-] (stereo unspecified)
6. O=C(O)c1ccc2c(=O)n3c(nc2c1)/C(=C/c1cccc(Cl)c1Cl)CCCC3
7. CC(=O)c1c(C)[nH]c(C(=O)OCC(=O)NCc2ccc3c(c2)OCO3)c1C
8. CCn1c(SCC(=O)Nc2ccc3c(c2)OCO3)nc2ccccc21
Compound,1,2,3,4,5,6,7,8
proCasp3 act,0,-5,3,2,-7,5,7,4
procasp7 counter,-2,5,5,4,4,8,2,-9
CTSL1 counter,3,6,4,0,1,9,x,-1
PP1 inh,0,-2,2,-2,-1,3,1,0
PP5 inh,2.0,-0.7,0.2,0.1,2.8,-3.6,-0.4,1.6
core dimer inh,4,-3,-6,-6,4,2,x,3
AHR act,50*,-1,9,8,0,-1,2,93*
TPT1 inhibitor,-1,-3,0,-2,-2,-3,x,-3
PAFAH2 inh,1,4,9,3,-1,0,0,-1

9. O=[N+]([O-])c1cccc(-n2cc3ccc([N+](=O)[O-])cc3n2)c1
10. O=C1CC(SCc2nc3ccccc3[nH]2)C(=O)N1c1cccc(F)c1 (stereo unspecified)
11. Cc1cc(=O)oc2c(C)c(OCC(=O)N3CCN(c4ccccc4)CC3)ccc12
12. CC(C)N1C(=O)CCC1C(=O)N1CCCc2ccccc21 (stereo unspecified)
13. Cc1ccc(Cn2nnnc2CN2CCC(NC(=O)C(C)(C)C)CC2)cc1
14. Cc1cc(Br)cc(C)c1OCC(=O)NNC(=O)c1cccs1
15. CC(C)(C)N=C1NN=C(c2cc3ccccc3o2)CS1
16. O=C(NCCc1ccccc1)C(=O)c1cn(CC(=O)N2CCCC2)c2ccccc12
Compound,9,10,11,12,13,14,15,16
proCasp3 act,9,-23,6,0,1,0,-11,-5
procasp7 counter,16,-28,0,-2,10,-2,-19,7
CTSL1 counter,x,-5,3,7,-3,-18,-1,5
PP1 inh,9,-3,3,-2,-5,2,-3,-1
PP5 inh,1.2,-2.3,0.3,1.1,-2.8,1.3,1.1,1.7
core dimer inh,x,-4,-4,-3,-2,2,-1,4
AHR act,-4,14,5,-2,0,-1,11,6
TPT1 inhibitor,x,1,1,0,0,3,-4,-3
PAFAH2 inh,-2,3,-1,-2,-2,-3,9,-1

17. Cc1c(Cl)cccc1NC(=S)NC1CCN(Cc2ccccc2)CC1
18. CCOC(=O)C1=C(COC(=O)CCc2ccccc2)NC(=O)NC1C (stereo unspecified)
19. O=C(c1cc(COc2cccc(C(F)(F)F)c2)on1)N1CCC(Oc2cccnc2)CC1
20. O=C(O)C1CCCCC1C(=O)NCCCCc1ccccc1 (stereo unspecified)
21. COc1ccc(CN2CCN(Cc3cn(C)nc3-c3ccccc3)CC2CCO)c(C)c1C (stereo unspecified)
22. Cc1ccc(S(=O)(=O)N(C(=O)c2ccco2)c2cc3sc(=O)oc3c3ccccc23)cc1
23. COc1ccc(CC(=S)NCCc2ccccc2)cc1
24. CSc1ccc(CN2CCN(C(=O)c3ccc([N+](=O)[O-])cc3)CC2)cc1
Compound,17,18,19,20,21,22,23,24
proCasp3 act,2,-2,3,-6,0,-38,-4,-2
procasp7 counter,11,4,-8,6,-7,-43,-2,4
CTSL1 counter,-3,x,5,1,-1,1,0,2
PP1 inh,-3,-3,2,8,2,1,-5,1
PP5 inh,0.7,-0.8,1.8,1.1,-1.2,-0.8,1.7,-1.2
core dimer inh,-1,x,2,-8,-3,-8,-1,1
AHR act,-1,0,1,0,2,44,3,-3
TPT1 inhibitor,1,x,0,-3,3,5,1,-9
PAFAH2 inh,-2,1,-4,5,1,21,9,0

Full records, quoted from the list:
Entry for `Cc1ccc(S(=O)(=O)N(C(=O)c2ccco2)c2cc3sc(=O)oc3c3ccccc23)cc1` = proCasp3 act: -38; procasp7 counter: -43; CTSL1 counter: 1; PP1 inh: 1; PP5 inh: -0.8; core dimer inh: -8; AHR act: 44; TPT1 inhibitor: 5; PAFAH2 inh: 21
Entry for `O=C(O)C1CCCCC1C(=O)NCCCCc1ccccc1` (stereo unspecified) = proCasp3 act: -6; procasp7 counter: 6; CTSL1 counter: 1; PP1 inh: 8; PP5 inh: 1.1; core dimer inh: -8; AHR act: 0; TPT1 inhibitor: -3; PAFAH2 inh: 5

(further entries)
25. CCc1ccc(NC(=S)N(Cc2cccc(Br)c2)CC2CCC(C(=O)O)CC2)cc1 (stereo unspecified)
26. CN(C)C(=O)c1cn(-c2ccc(Cl)cc2)c(=O)c2ccccc12
27. CC(=O)c1cccc(NC(=O)c2oc(C)nc2C)c1
28. Cc1cc(C)nc(NS(=O)(=O)c2ccc(NC(=O)c3cc4c(=O)n5cccc(C)c5nc4n3C)cc2)n1
29. O=C1c2ccccc2C(=O)N1CSc1nnnn1-c1ccccc1
30. COc1ccc(-n2nnnc2SCC(N)=O)cc1
31. COC(=O)c1cc(NC(=O)C2(S(=O)(=O)c3ccc(C)cc3)CC2)cc(C(=O)OC)c1
32. CC(C)C(c1nnnn1Cc1ccccc1)N1CCN(Cc2ccc3c(c2)OCO3)CC1 (stereo unspecified)
Compound,25,26,27,28,29,30,31,32
proCasp3 act,5,4,-3,-2,-13,2,-6,-7
procasp7 counter,-6,2,-3,-2,-9,3,2,16
CTSL1 counter,4,3,-2,-1,-2,1,-6,0
PP1 inh,-2,-12,-1,-2,-4,-1,-3,1
PP5 inh,-0.8,-7.0,-0.9,0.2,2.3,1.6,1.0,0.6
core dimer inh,4,0,-1,14,4,1,-2,-2
AHR act,5,5,8,-2,-2,0,0,8
TPT1 inhibitor,-2,5,-3,-8,2,-5,3,0
PAFAH2 inh,2,7,7,5,10,-1,1,-1

Quoted at random: five compounds from above
29. O=C1c2ccccc2C(=O)N1CSc1nnnn1-c1ccccc1
25. CCc1ccc(NC(=S)N(Cc2cccc(Br)c2)CC2CCC(C(=O)O)CC2)cc1 (stereo unspecified)
31. COC(=O)c1cc(NC(=O)C2(S(=O)(=O)c3ccc(C)cc3)CC2)cc(C(=O)OC)c1
27. CC(=O)c1cccc(NC(=O)c2oc(C)nc2C)c1
26. CN(C)C(=O)c1cn(-c2ccc(Cl)cc2)c(=O)c2ccccc12
Compound,29,25,31,27,26
proCasp3 act,-13,5,-6,-3,4
procasp7 counter,-9,-6,2,-3,2
CTSL1 counter,-2,4,-6,-2,3
PP1 inh,-4,-2,-3,-1,-12
PP5 inh,2.3,-0.8,1.0,-0.9,-7.0
core dimer inh,4,4,-2,-1,0
AHR act,-2,5,0,8,5
TPT1 inhibitor,2,-2,3,-3,5
PAFAH2 inh,10,2,1,7,7

(listing goes on)
33. CN(C(=O)COC(=O)/C=C/c1ccc2ccccc2n1)C1CCS(=O)(=O)C1 (stereo unspecified)
34. COc1c(C)cc(C(=O)C2CCCN(S(=O)(=O)c3c(C)noc3C)C2)cc1C (stereo unspecified)
35. Fc1nc(F)c(F)c(NCCCNc2c(F)c(F)nc(F)c2F)c1F
36. CCNc1nc(Cl)nc(NC2CCCCC2)n1
37. COc1ccc(C(=O)NNC(=O)C(=O)NC(C)c2ccccc2)cc1OC (stereo unspecified)
38. COc1ccc(Sc2ccc(/C=C3\C(=O)NN(c4ccccc4)C3=O)o2)cc1
39. CCCn1nc(NC(=O)CC(C)C)c2cc3cccc(C)c3nc21
40. Cc1ccc(NC(=S)N2CCC(NC(=O)c3ccco3)CC2)cc1C
Compound,33,34,35,36,37,38,39,40
proCasp3 act,6,5,7,0,9,-13,-5,0
procasp7 counter,2,5,0,-6,-1,-8,7,-6
CTSL1 counter,-3,2,1,0,3,1,1,2
PP1 inh,-2,3,0,-2,-4,8,-3,-2
PP5 inh,-0.2,2.1,4.1,0.5,-1.2,1.3,0.5,-0.1
core dimer inh,2,4,1,5,-4,24,3,-2
AHR act,0,9,0,5,3,2,5,2
TPT1 inhibitor,-5,-4,-3,1,2,2,5,1
PAFAH2 inh,9,2,-8,4,1,34*,2,15

41. O=C(c1cc(S(=O)(=O)N2CCOCC2)c(Cl)cc1Cl)N1CCCCC1CO (stereo unspecified)
42. CCN1CCN(CC(=O)N2c3ccccc3Sc3ccccc32)CC1
43. COc1ccc(-c2c(C)[nH]n3c(=O)c(Cc4ccccc4)c(C)nc23)cc1
44. Cc1ccc(C(C(=O)NC(C)(C)C)N(Cc2ccc3c(c2)OCO3)C(=O)c2ccc(CN3CCOCC3)o2)o1 (stereo unspecified)
45. Cc1ccc(NC(=O)/C=C/c2ccco2)nc1
46. COc1cc(NC(=O)c2ccc(-c3csc(C)n3)cc2)c(OC)cc1Cl
47. O=C(CC(c1ccccc1)C1CCCCC1=O)c1ccco1 (stereo unspecified)
48. N#Cc1cccc(NC(=O)c2nc(-c3ccccc3)n(-c3ccccc3)n2)c1
Compound,41,42,43,44,45,46,47,48
proCasp3 act,8,0,3,2,9,4,-1,4
procasp7 counter,8,-10,6,-9,-3,-7,18,1
CTSL1 counter,2,7,-1,3,1,1,4,3
PP1 inh,-3,-2,13,-2,2,1,-3,3
PP5 inh,2.1,-2.3,0.6,1.1,0.9,-0.7,-1.6,3.3
core dimer inh,-1,-1,10,1,4,17,4,25
AHR act,0,0,13,-2,13,98*,2,3
TPT1 inhibitor,1,0,0,5,1,0,-4,-6
PAFAH2 inh,-5,2,9,6,-5,4,2,2

49. CC(C)CNC(=S)NNC(=O)c1ccc2c(c1)OCO2
50. C[C@H](NC(=O)c1nc[nH]c1C(=O)N1CCN(C(=O)OC(C)(C)C)CC1)c1ccccc1
51. COc1ccc(-c2nc(C3CCCCC3)c3cc(OC)ccc3n2)cc1
52. Clc1nc2ccccc2cc1-c1nnn(-c2ccccc2)n1
53. CCOC(=O)C1=C(C)N(C)C(=S)NC1c1ccccc1Cl (stereo unspecified)
54. O=C(CNC(=O)c1ccccc1)OCC(=O)N1c2ccccc2Sc2ccccc21
55. CN(C)/C=C(\C=O)c1ccc(Cl)cc1Cl
56. CCN(CC)c1ccc(S(=O)(=O)N2CCOCC2)cc1NC(=O)c1cc(=O)c2ccccc2o1
57. CCOC(=O)C1=C(C)OC(N)=C(C#N)C1c1ccc(O)c(OC)c1 (stereo unspecified)
Compound,49,50,51,52,53,54,55,56,57
proCasp3 act,-4,9,0,7,-8,-4,3,2,17
procasp7 counter,-6,0,6,5,-2,12,0,6,16
CTSL1 counter,-2,x,0,1,12,34*,-3,0,-1
PP1 inh,-3,-2,-2,1,-2,3,0,3,0
PP5 inh,1.2,1.3,-1.1,0.4,-2.7,1.4,3.2,-1.8,0.5
core dimer inh,1,x,-16,-5,3,10,3,15,-3
AHR act,12,-1,0,26,1,0,4,0,0
TPT1 inhibitor,-1,x,-4,-2,2,-1,0,3,-1
PAFAH2 inh,-1,-1,-3,-6,7,0,0,-3,10
